From PubChem BioAssay
NR5A2 inv ag: suppresses constitutive activity of human LRH-1. O00482. HEK293T StAR-luciferase reporter, LRH-1 transfected, 24 h. inhibition, % at 3.6 µM. 360,000 compounds, 0.13% hits;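 active means inhibition above the mean inhibition of all tested compounds plus 3 SD, cut at about 73% in these data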;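 further: 0% = DMSO wells and 100% = reporter-only cells lacking LRH-1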
ABHD5 PLIN5 PPI: inhibitors of human ABHD5-perilipin-5 interaction; inhibition, % at 4 µM; Q00G26+Q8WTS1; 360,000 compounds, 0.78% hits; Split G. princeps luciferase complementation, luminescence, 4 h;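 active means inhibition above the mean inhibition across every tested compound plus 3 SD, cut at about 22% in these data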;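 further: 0% = DMSO only wells and the 100% control is not disclosed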
TLR9-MyD88 inh: TLR9-MyD88 interaction inhibition. CHO BLA complementation TLR9-MyD88, CCF4 FRET ratio. 340,000 compounds, 0.21% hits. inhibition, % at 4.98 µM;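 active means inhibition above the mean over all tested compounds plus 3 SD, cut at about 21% in these data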;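 further: 0% = DMSO only wells and 100% = clavulanate BLA inhibitor control wells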
Target sequence (Q99836 whole entry, looked up): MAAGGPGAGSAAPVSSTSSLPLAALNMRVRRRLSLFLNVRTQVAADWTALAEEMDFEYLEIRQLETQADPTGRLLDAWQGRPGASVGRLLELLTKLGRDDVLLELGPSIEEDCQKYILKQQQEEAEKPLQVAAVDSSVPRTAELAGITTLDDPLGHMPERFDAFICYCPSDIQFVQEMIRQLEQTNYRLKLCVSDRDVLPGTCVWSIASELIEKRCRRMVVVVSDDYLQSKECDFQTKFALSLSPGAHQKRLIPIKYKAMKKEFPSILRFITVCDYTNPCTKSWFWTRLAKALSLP
Target sequence (Q9NR96 whole entry, looked up): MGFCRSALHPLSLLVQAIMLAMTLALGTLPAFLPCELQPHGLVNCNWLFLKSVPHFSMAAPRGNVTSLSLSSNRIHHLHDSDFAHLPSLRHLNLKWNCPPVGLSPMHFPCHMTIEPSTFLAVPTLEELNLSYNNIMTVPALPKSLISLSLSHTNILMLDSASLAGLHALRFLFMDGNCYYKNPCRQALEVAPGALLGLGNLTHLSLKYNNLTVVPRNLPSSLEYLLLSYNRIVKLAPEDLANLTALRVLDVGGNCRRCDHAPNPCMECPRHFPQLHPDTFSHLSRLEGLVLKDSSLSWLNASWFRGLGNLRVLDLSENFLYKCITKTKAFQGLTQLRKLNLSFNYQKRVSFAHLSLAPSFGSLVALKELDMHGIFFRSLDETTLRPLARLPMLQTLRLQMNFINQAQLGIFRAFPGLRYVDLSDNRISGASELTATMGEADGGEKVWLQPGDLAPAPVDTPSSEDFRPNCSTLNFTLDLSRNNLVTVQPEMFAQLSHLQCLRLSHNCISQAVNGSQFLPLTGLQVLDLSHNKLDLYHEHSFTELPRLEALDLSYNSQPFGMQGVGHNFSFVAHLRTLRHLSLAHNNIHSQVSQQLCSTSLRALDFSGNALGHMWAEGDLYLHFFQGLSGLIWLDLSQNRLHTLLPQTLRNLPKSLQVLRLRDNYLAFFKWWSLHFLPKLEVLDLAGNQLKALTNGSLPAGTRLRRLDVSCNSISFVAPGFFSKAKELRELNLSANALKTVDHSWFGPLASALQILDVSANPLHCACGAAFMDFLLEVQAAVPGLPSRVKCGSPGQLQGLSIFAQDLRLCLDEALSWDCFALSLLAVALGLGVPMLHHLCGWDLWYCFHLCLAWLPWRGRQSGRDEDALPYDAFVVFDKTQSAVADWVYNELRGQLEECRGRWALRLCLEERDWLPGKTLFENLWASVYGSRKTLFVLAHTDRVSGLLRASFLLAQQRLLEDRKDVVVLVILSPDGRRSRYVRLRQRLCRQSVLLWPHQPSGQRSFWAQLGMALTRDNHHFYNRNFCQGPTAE
NCOA2 inhibitor: human SRC2 (NCOA2) inhibition; Q15596; HEK293 GAL4-SRC2 luciferase reporter, luminescence; inhibition, % at 9 µM; 370,000 compounds, 0.17% hits; AID 651957;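 active means inhibition above the mean inhibition of all tested compounds plus 3 SD, set per campaign, cut at about 52% in these data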;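 further: 0% = DMSO treated cells and 100% = cells given Gossypol at 36 µM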
MC4R ag barr: activates human MC4R beta-arrestin recruitment | P32245 | U2OS MC4R beta-arrestin complementation, luminescence; percent of melanotan II response, DMSO zero | activation, % at 8.9 µM | 360,000 compounds, 0.98% hits | AID 540308;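 active means activation above a per-plate cutoff, the mean activation of sample wells on that plate plus 3 SD, cut at about 8% in these data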
EBV LMP1 NFkB: reduces LMP1-driven NF-kappaB luciferase signal | 350,000 compounds, 0.69% hits | inhibition, % at 12.5 µM | LMP1-induced NF-kappaB luciferase reporter cells, luminescence | AID 504558; in the data active means inhibition above about 41%;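 further: 0% = neutral control wells and 100% = reference inhibitor control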
NOD2-RIPK2 inh: NOD2-RIPK2 protein interaction inhibition; O43353; CHO BLA complementation NOD2-RIPK2, CCF4 ratio; inhibition, % at 4.98 µM; 360,000 compounds, 0.38% hits; AID 624267; in the data active means inhibition above about 21%;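 further: 0% = vehicle only and 100% = reference blocker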
COUP-TFII inh: inhibitors of human COUP-TFII (NR2F2); AID 686940; 370,000 compounds, 0.7% hits; P24468; inhibition, % at 8.6 µM; HEK293T NGFI-A luciferase reporter, luminescence;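 active means inhibition above a per-plate cutoff, mean inhibition of test wells between control levels plus 3 SD, cut at about 38% in these data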;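 further: cells cotransfected with COUP-TFII expression vector driving the NGFI-A reporter; 0% = median of COUP-TF2 test wells and 100% = reporter-only cells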
MC4R antag cAMP: human MC4R antagonism in cAMP assay; P32245; MC4R-expressing cells, MTII-stimulated cAMP, LANCE TR-FRET; inhibition, % at 6.5 µM; 360,000 compounds, 0.48% hits;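 active means inhibition above its plate's cutoff, the mean of tested wells on that plate plus 3 SD, cut at about 29% in these data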;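 further: 0% = Melanotan II alone and 100% = Melanotan II plus saturating MCL0020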
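Assay system: U2OS-MC4R stable cell line; Also added: Melanotan II; Technique: Eu-cAMP/anti-cAMP TR-FRET, emission 671 nm; Times: 30-min compound, 1-h challenge, 1-h detection, room temperature.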
NCOA1 inh: inhibitors of human steroid receptor coactivator 1 (SRC1). HEK293 GAL4-SRC1 luciferase reporter, luminescence. inhibition, % at 3.6 µM. 360,000 compounds, 0.12% hits. AID 588354;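 active means inhibition above the campaign mean plus 3 SD, with each screening campaign given its own cutoff, cut at about 60% in these data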;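 further: 0% = DMSO treated cells and 100% = gossypol at 36 µM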
NCOA3 inh: inhibitors of human steroid receptor coactivator 3 (SRC3). Q9Y6Q9. HEK293 GAL4-SRC3 luciferase reporter, luminescence. inhibition, % at 3.6 µM. 360,000 compounds, 0.17% hits;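 active means inhibition above a per-campaign cutoff, the mean of all compounds plus 3 SD, cut at about 60% in these data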;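 further: 0% = DMSO-treated cells and 100% = gossypol-treated cells at 36 µM; higher means less SRC3-driven luciferase light from the GAL4 reporter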
Active calls of the source: *; x = not tested or not shown. The list is partial, so the mix of outcomes need not match the whole.

SMILES	NR5A2 inv ag	ABHD5 PLIN5 PPI	TLR9-MyD88 inh	NCOA2 inhibitor	MC4R ag barr	EBV LMP1 NFkB	NOD2-RIPK2 inh	COUP-TFII inh	MC4R antag cAMP	NCOA1 inh	NCOA3 inh
Cc1ccn2cc(CCNC(=O)C3CC=CCC3C(=O)O)nc2c1 (stereo unspecified)	-46	2	6	-11	-1.4	-3	-6	-9	8	-34	-12
Cc1cc(C(=O)CN2CCCC2)c(C)n1-c1ccc(Cl)cc1	13	-7	-1	29	-0.8	-7	-3	6	2	-4	13
CCSc1ccc([C@@H]2[C@@H]3C(=O)N(CC)C(=O)[C@@H]3[C@]3(C(=O)OC)CCCN23)cc1	-17	-3	5	-20	-1.9	8	9	-18	12	1	-2
O=CNc1c(Br)cc2c(c1Br)Cc1cc(Br)ccc1-2	7	-10	-18	19	-1.5	-9	-21	2	10	-28	0
CCNC(=O)Oc1ccc(-c2csnn2)cc1	-15	5	4	14	-0.9	-5	6	-2	4	1	-4
CCn1c(=O)c2c3c(sc2n2c(=S)[nH]nc12)CCC3	-8	0	13	16	-0.6	-2	-7	-11	-2	2	2
Cc1ccc(C(=O)NC2CCN(CC(=O)NCc3cccs3)CC2)cc1	-11	5	-2	9	1.6	2	-6	8	0	-8	-9
Nc1nc(SCC(=O)N2CCCc3ccccc32)n[nH]1	9	0	-4	-9	0.6	-8	-18	-6	11	0	9
CCN(CC)S(=O)(=O)c1cc(-c2nnc(-c3ccc(Br)cc3)o2)ccc1Br	-20	-7	-7	7	-1.8	-1	1	6	-1	-8	21
O=C(CN(Cc1ccc(Cl)cc1)C(=O)CNS(=O)(=O)c1ccccc1)NCC1CCCO1 (stereo unspecified)	7	-4	1	4	2.1	-1	4	-14	31*	4	9
COc1ccc(Cc2c(-c3cccc(Cl)c3)nc3cc(C)c(Br)c(C)n23)c(C)c1	45	1	x	-25	x	x	-4	3	x	x	x
CCCCN(C(=O)c1cccc(S(=O)(=O)N2CCN(Cc3ccccc3)CC2)c1)c1ccccc1	5	-5	-2	-17	-2.8	4	4	3	3	-6	11
CC1(C)CC(=O)C=C(NC2CCCCCCC2)C1	0	-2	-4	-2	-0.9	-9	0	-6	1	-1	-36
CCOC(=O)c1cnc(SCC(=O)Nc2ccc(N3CCOCC3)c(Cl)c2)nc1N	-7	6	4	22	-1.7	-13	-10	-3	13	15	10
Cc1cccc(CC(=O)NCCS(=O)(=O)N2CCN(c3cccc(Cl)c3)CC2)c1	-10	-2	-8	7	-5.2	-4	12	-8	9	-18	-3
CCCOc1ccccc1NC(=O)c1ccc([N+](=O)[O-])cc1	27	0	-1	-34	-2.8	-9	-1	17	-1	10	21
C/C(=N\Nc1ccc(Cl)c(C(=O)O)c1)c1ccc(Br)s1	-6	1	3	-10	-3.4	1	0	10	12	-18	-23
CNc1oc(/C=C/c2ccccc2)nc1C#N	-120	2	-18	-70	-0.5	-44	3	-45	7	-139	-78
Nc1ncnc2c1ncn2[C@@H]1O[C@H](C(=O)Nc2cc(C(F)(F)F)cc(C(F)(F)F)c2)[C@@H](O)[C@H]1O	2	-8	x	4	x	x	0	0	x	-6	4
COC(=O)C1(C(O)C(=O)c2ccc(C)cc2C)CCCCC1 (stereo unspecified)	-5	-6	-3	-8	0.8	1	0	17	8	-12	-5
O=C(COC(=O)CCC(=O)c1cccs1)Nc1ncc(Cl)cc1Cl	4	4	-1	-4	0.7	2	-15	7	15	-2	5
NS(=O)(=O)c1ccc(NC(=O)CSc2n[nH]c(=O)n2Cc2ccccc2)cc1	4	-1	3	19	-2.3	-2	7	-16	5	-5	-30
COc1ccnc2c1c(=O)n(Cc1cccc(Cl)c1)c(=O)n2C	3	-11	4	1	-2.7	-10	2	12	3	-2	0
Cc1nn(Cc2c(Cl)cccc2Cl)c(C)c1NC(=O)Cn1nc([N+](=O)[O-])c(Cl)c1C	-1	-2	3	3	-1.8	22	-4	10	5	2	0
N=C1SCC(=O)N1c1ccccc1Cl	-6	-2	-4	-14	-1.6	10	-6	7	1	3	-6
COC(=O)c1cc(Cl)cc2c(CCO)c[nH]c12	4	6	2	-12	-0.9	4	-10	13	0	-11	1
CC(=O)Nc1ccc2c(c1)C(=Nc1cccc(C)c1)c1ccccc1-2	-13	0	7	-24	0.1	1	2	-31	-7	-17	-29
COc1ccc(OC)c(C(=O)NC(CC(N)=O)c2ccc(NCc3ccc(F)c(F)c3)c([N+](=O)[O-])c2)c1 (stereo unspecified)	3	4	-5	17	-2.3	3	-9	-1	7	-1	-6
C=C1C(=O)C=C[C@]2(C)C[C@@H]3OC(=O)[C@](C)(O)[C@H]3C[C@@H]12	-6	19	4	0	-1.3	-105	0	-15	0	-18	-23
Cc1ccc(CNC(=O)c2sccc2-n2cccc2)cc1	5	8	-1	-1	2.3	6	-14	1	4	-7	5
COc1cc2c(cc1OC)C(C)N(C(=O)c1c(C)noc1C)CC2 (stereo unspecified)	11	4	4	12	2.4	-5	-17	-23	-6	-25	7
COc1ccccc1C1CCN(c2ccc([N+](=O)[O-])c(OC)c2)CC1	-9	1	2	-12	-1.9	4	1	-1	2	-41	-21
Cc1c(C(=O)NCc2cccc(Cl)c2)sc(=O)n1Cc1ccc(F)cc1	-9	-8	x	1	1.2	x	-3	-10	28	7	2
O=S(=O)(c1ccc(NC(=S)NC23CC4CC(CC(C4)C2)C3)cc1)N1CCCCC1	2	-4	-9	-6	3.4	5	-7	-8	14	-5	6
CSCCC(NC(=O)COc1ccccc1)C(=O)N1CCN(c2ccccc2F)CC1 (stereo unspecified)	-24	3	4	-61	1.2	5	-4	-5	15	-7	5
Cc1ccccc1-c1cc2c(c3c1ccn3C)C1CCC2O1 (stereo unspecified)	-5	-5	x	-23	x	x	0	-17	x	5	1
Cc1cccc(-c2nnc(-c3ccc4ccccc4c3)o2)c1	-88	-1	5	-100	1.7	8	1	-29	-4	-137	-97
CCOc1ccc(S(=O)(=O)NCCC(=O)OCC(=O)N2CC(=O)Nc3ccccc32)cc1	8	3	10	-25	1.6	9	-2	-9	2	-3	22
COc1ccc2c(c1OC)C(=O)N1N=C(c3ccc(F)cc3)CC21 (stereo unspecified)	1	1	5	12	-0.1	8	-9	-29	9	9	12
Cc1ccc(-c2nnc(Nc3ccc4c(c3)OCO4)c3ccccc23)cc1S(=O)(=O)NCCO	14	-4	11	-35	-2.1	-2	-4	-17	-1	-25	2
CCCCn1nnnc1NCc1ccc(C)cc1	-13	10	3	7	-0.8	-18	-6	11	-4	-17	-4
CC(C)(C)N=C1C([N+](=O)[O-])=CC=C2C1=NC1(CCCCC1)N2O	9	10	4	9	1.2	1	3	-2	-1	11	27
COc1ccccc1NS(=O)(=O)c1ccc(C(=O)N2CCCCCCC2)cc1	17	-2	-21	-12	-1.3	0	-6	-2	4	1	9
CC(=O)Nc1ccc(S(=O)(=O)NC(CC(=O)NCCCN2CCOCC2)C(C)C)cc1 (stereo unspecified)	-21	3	-2	-50	-1.6	-6	-5	12	0	-3	-1
COCOCCn1cc(CN2CCS(=O)(=O)N(Cc3ccc(-c4ccncc4)cc3)C(C)C2=O)nn1 (stereo unspecified)	-17	2	-3	-5	-1.9	1	-13	-3	1	-3	-1
COc1cccc(C(=O)N2CCCC(c3nc(-c4cccs4)no3)C2)c1 (stereo unspecified)	10	3	-5	-37	-0.7	-8	-2	-7	15	-13	0
O=C(NNC(=O)c1csc(-c2cnccc2C(F)(F)F)n1)c1ccc(C(F)(F)F)cc1	-5	-2	x	-5	-2.1	x	3	4	12	9	16
CCOc1ccc(NC(=O)CSc2nc3[nH]ncc3c(=O)[nH]2)cc1	53	-3	5	-16	-1.7	-1	2	-17	7	-18	14
Oc1ccc(N=Nc2cccc(C(F)(F)F)c2)cc1C=Nc1ccc(N2CCOCC2)cc1	-3	-14	-4	-9	-0.1	-4	-1	-2	6	6	11
Cc1ccc(-c2noc(CN3CCN(c4ccccc4F)CC3)n2)cc1	13	-4	17	-8	2.5	-16	-2	-6	6	7	-14

2 records picked at random from those above:
SMILES	NR5A2 inv ag	ABHD5 PLIN5 PPI	TLR9-MyD88 inh	NCOA2 inhibitor	MC4R ag barr	EBV LMP1 NFkB	NOD2-RIPK2 inh	COUP-TFII inh	MC4R antag cAMP	NCOA1 inh	NCOA3 inh
Cc1ccc(-c2nnc(Nc3ccc4c(c3)OCO4)c3ccccc23)cc1S(=O)(=O)NCCO	14	-4	11	-35	-2.1	-2	-4	-17	-1	-25	2
CSCCC(NC(=O)COc1ccccc1)C(=O)N1CCN(c2ccccc2F)CC1 (stereo unspecified)	-24	3	4	-61	1.2	5	-4	-5	15	-7	5

Additional compounds:
SMILES	NR5A2 inv ag	ABHD5 PLIN5 PPI	TLR9-MyD88 inh	NCOA2 inhibitor	MC4R ag barr	EBV LMP1 NFkB	NOD2-RIPK2 inh	COUP-TFII inh	MC4R antag cAMP	NCOA1 inh	NCOA3 inh
COc1ccccc1OCC(=O)NCC1CCCN(C(=O)c2ccccc2C(C)=O)C1 (stereo unspecified)	-8	-6	-1	1	1.1	-9	-9	-7	9	1	0
OC(COCc1ccc(Cl)cc1)CN1CCCCC1 (stereo unspecified)	-2	1	6	-12	1.1	4	4	0	-3	5	-3
CCOc1ccc(-c2[nH]nc3c2C(c2ccc4c(c2)OCO4)C(C#N)=C(N)O3)cc1OC (stereo unspecified)	24	-7	-6	-38	-1.6	7	4	7	-44	-1	12
CCCNC(=O)N(C)C[C@H]1Oc2ncc(Br)cc2C(=O)N([C@H](C)CO)C[C@H]1C	-10	-11	-8	-11	0.2	4	0	-12	20	-14	-8
Cn1c(CCN2CCN(c3ccccn3)CC2)nc2cc(NS(=O)(=O)c3ccc(F)cc3)ccc21	-4	11	-2	-4	-1.1	7	-1	13	-6	-4	-10
Cc1cccc(-c2n[nH]c(=S)n2/N=C/c2ccc(C)s2)c1	5	-18	-11	-19	12*	1	-4	-5	5	-2	17
O=C(NCC(=O)N(c1cccc(F)c1)C(C(=O)NC1CCCC1)c1cccnc1)c1ccco1 (stereo unspecified)	-2	12	6	-10	-1.1	-1	-10	-12	11	12	-2
CCN(CC)CCCN1C(=O)C(=O)/C(=C(/O)c2ccc(Cl)cc2)C1c1ccccn1 (stereo unspecified)	13	2	-6	-17	-1.1	-2	2	1	-3	-9	0
CSc1ccc(CCNC(=O)CCc2nnc3ccc(N4CCCCC4)nn23)cc1	-25	4	-6	18	-1.6	-3	11	11	3	-5	4
Cc1ccc(S(=O)(=O)N2C[C@H]3N(C(=O)OC(C)C)N(C(=O)OC(C)C)C[C@H](OC(=O)NCc4ccccc4)[C@@]3(O)C2)cc1	8	9	-3	3	-0.3	-1	4	25	11	0	-9
CC(C)(C)c1ccc(C(=O)OCC(=O)NCc2ccco2)cc1	8	-3	1	4	-0.3	-10	-11	-1	-5	-4	-6
